Mtb UGM inh = blocks M. tuberculosis UGM enzyme. purified UGM, fluorescence polarization probe displacement. P9WIQ1. actives 0.06% (n = 320,000). inhibition, % at 10 µM. AID 504406; in the data active = inhibition above about 10%, passing the limit was not always enough; inconclusive = no clear call, values can overlap the other calls
FadD28 binding = M. tuberculosis FadD28 bisubstrate binding inhibition | FadD28 bisubstrate probe binding, fluorescence polarization | inhibition, % at 12.5 µM | actives 0.22% (n = 360,000) | AID 588549; in the data active = inhibition above about 8.5%, passing the limit was not always enough; inconclusive = no clear call, values can overlap the other calls
DUSP3 inh = DUSP3 (human) phosphatase inhibition. P51452. recombinant VHR phosphatase, pNPP absorbance. inhibition, % at 13.3 µM. actives 0.52% (n = 290,000); in the data active = inhibition above about 50%; also: some compounds called inactive have numbers as strong as hits
Target sequence (P51452 whole entry, looked up): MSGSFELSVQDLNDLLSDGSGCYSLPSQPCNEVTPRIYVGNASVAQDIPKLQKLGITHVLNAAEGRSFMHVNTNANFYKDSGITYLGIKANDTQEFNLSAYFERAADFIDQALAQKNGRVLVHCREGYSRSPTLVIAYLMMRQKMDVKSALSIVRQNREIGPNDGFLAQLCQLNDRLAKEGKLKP
Rv3671c protease = inhibits the M. tuberculosis serine protease Rv3671c. P9WHR9. inhibition, % at 5.96 µM. actives 0.048% (n = 320,000); in the data active = inhibition above about 38%;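 also: extracellular domain of Rv3671c used as enzyme; 0% = enzyme with DMSO and 100% = no enzyme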
Target sequence (P9WHR9 whole entry, looked up, the tested form may be a part): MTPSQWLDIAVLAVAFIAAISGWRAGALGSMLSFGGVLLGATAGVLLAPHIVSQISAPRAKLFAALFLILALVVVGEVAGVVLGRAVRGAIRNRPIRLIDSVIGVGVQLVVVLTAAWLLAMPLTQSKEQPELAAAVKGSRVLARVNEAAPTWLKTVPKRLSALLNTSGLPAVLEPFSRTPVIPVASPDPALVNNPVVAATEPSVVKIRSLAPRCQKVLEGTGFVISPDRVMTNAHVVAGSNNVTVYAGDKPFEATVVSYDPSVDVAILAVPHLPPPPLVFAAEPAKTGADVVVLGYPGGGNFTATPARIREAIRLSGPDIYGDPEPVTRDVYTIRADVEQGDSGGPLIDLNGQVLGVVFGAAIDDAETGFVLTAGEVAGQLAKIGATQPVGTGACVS
Mtb FBA inh = Mtb fructose-bisphosphate aldolase inhibition; P9WQA3; purified M. tuberculosis FBA, fluorescence read-out; inhibition, % at 1 µM; actives 2.3% (n = 360,000); in the data active = inhibition above about 27%;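 also: 0% = vehicle and 100% = reference inhibitor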
Target sequence (P9WQA3 whole entry, looked up): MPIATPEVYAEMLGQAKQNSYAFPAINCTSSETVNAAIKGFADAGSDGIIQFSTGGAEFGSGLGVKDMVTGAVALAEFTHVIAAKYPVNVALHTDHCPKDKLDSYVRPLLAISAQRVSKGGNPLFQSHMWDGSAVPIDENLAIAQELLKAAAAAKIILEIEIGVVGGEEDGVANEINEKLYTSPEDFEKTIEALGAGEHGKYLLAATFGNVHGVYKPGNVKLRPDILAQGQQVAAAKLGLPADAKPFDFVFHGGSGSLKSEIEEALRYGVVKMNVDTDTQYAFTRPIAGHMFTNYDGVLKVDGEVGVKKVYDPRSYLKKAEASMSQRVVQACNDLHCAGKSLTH
GDH-TPI inh = inhibits GDH-TPI coupling enzymes, artifact for Mtb FBA screen | inhibition, % at 4.8 µM | actives 1.2% (n = 360,000) | GDH-TPI coupled enzyme counterscreen, NADH absorbance | AID 588335;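 also: 0% = DMSO wells and 100% = wells lacking the enzyme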
Mtb BioA inh = inhibitors of Mycobacterium tuberculosis BioA enzyme; purified M. tuberculosis BioA enzyme, plate reader; inhibition, % at 9.99 µM; actives 0.096% (n = 360,000); in the data active = inhibition above about 40%; inconclusive = no clear call, values can overlap the other calls
CCHFV vOTU inh = blocks the CCHF virus ovarian tumor domain protease. CCHFV vOTU protease, Pep-AMC fluorescence. inhibition, % at 11.5 µM. actives 0.55% (n = 370,000); also: 0% = vehicle wells with enzyme and 100% = no enzyme wells
MazEF act = MazEF (E. coli) toxin RNase activation; P0AE70; FAM/BHQ RNA-DNA oligo cleavage fluorescence, 5 h; activation, % at 20 µM; actives 0.32% (n = 350,000); AID 504720; in the data active = activation above about 50%
Target sequence (P0AE70 whole entry, looked up): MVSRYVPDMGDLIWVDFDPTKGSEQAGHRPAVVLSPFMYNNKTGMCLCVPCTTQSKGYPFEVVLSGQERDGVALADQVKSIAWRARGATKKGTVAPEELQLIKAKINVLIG
BoNT F protease = blocks Botulinum neurotoxin F light chain protease; actives 0.22% (n = 360,000); Multiplex microsphere protease cleavage assay, flow cytometry; inhibition, % at 10 µM; in the data active = inhibition above about 35%, passing the limit was not always enough; inconclusive = no clear call, values can overlap the other calls; also: plate controls were buffer without enzyme for full effect and enzyme alone for no effect
An asterisk follows results filed as active; ? = inconclusive; nt = not tested or not shown. Rule as the data show it, unless noted: active = inhibition above about 30%; inactive = the rest.

SMILES	Mtb UGM inh	FadD28 binding	DUSP3 inh	Rv3671c protease	Mtb FBA inh	GDH-TPI inh	Mtb BioA inh	CCHFV vOTU inh	MazEF act	BoNT F protease
CCN(CC)C(=O)Cn1cc(C(=O)C(=O)N2CCN(Cc3ccc4c(c3)OCO4)CC2)c2ccccc21	-2.7	-1.6	10.1	9.2	1.8	5.6	1.3	12.5	-2.1	-1.6
O=C(N/N=C\c1c(O)ccc2ccccc12)c1ccc(S(=O)(=O)N2CCCCC2)cc1	5.1	-1.5	17.3	12.0	-0.4	8.6	nt	1.4	-380.0	-1.7
O=C(NCc1ccccc1)c1cccc(COc2cc(Cl)ccc2Cl)c1	-0.9	-0.9	-3.9	-0.1	1.3	8.4	-0.4	-9.3	-2.8	-9.6
CSCC[C@H](NC(=O)c1cc2c([nH]c3ccccc32)c(-c2ccccc2)n1)C(=O)O	2.7	-23.2	10.4	-8.9	47.4*	11.8	nt	-23.0	-4.3	17.2
Cc1ccc2nc(-c3ccccn3)cc(C(=O)Nc3ccc(S(=O)(=O)N4CCOCC4)cc3)c2c1	-0.3	-1.2	19.1	4.7	-0.8	1.2	-0.2	-6.6	-9.1	-2.2
COCCNC(=O)C1CCCN(C(=O)COc2ccc(C(C)(C)C)cc2)CC1 (centres undefined)	nt	-0.7	nt	nt	0.7	3.5	0.0	-19.0	nt	-9.6
Cc1cc2n(n1)C(c1sccc1C)Nc1c(C)cccc1-2 (centres undefined)	2.9	-3.6	4.2	9.0	-3.1	9.1	-1.3	5.8	6.2	5.7
O=C1/C(=C\c2cccnc2)CCc2ccccc21	5.8	0.2	18.6	-5.6	-0.7	6.0	8.0	13.6	2.7	2.1
COc1ccc(Cl)c(-c2cc(C(=O)Nc3ccccc3)[nH]n2)c1	nt	-9.4	nt	nt	-2.7	-11.5	-1.1	16.3	nt	4.6
COc1ccc(N/C=C/C(=O)c2ccc(Cl)cc2)cc1	-1.4	-2.3	-3.6	-1.6	0.9	1.5	nt	-1.3	4.4	-0.9
Cc1ccc(OCC(=O)Nc2ccncc2)c(C)c1	1.2	-1.7	-6.8	-1.5	1.4	-3.0	0.6	11.1	2.3	-10.5
COc1cc(/C=C/C(=O)OCC(=O)Nc2cc(S(=O)(=O)N(C)C)ccc2Cl)ccc1O	-2.3	-1.3	-4.7	1.4	-6.4	9.2	-0.7	-8.9	1.9	-0.9
O=C(C1CCC(=O)N(C2CCCC2)C1)N1CCN(Cc2cccc(F)c2)CC1 (centres undefined)	-2.3	0.0	-14.6	-8.9	7.5	12.1	-3.6	24.6	3.3	2.3
c1ccc2sc(N3CCCCC3)nc2c1	nt	nt	nt	nt	2.2	0.9	0.0	0.2	-1.7	-3.3
O=C(C1CCCO1)N1CCC(c2nc3ccccc3[nH]2)CC1 (centres undefined)	-1.9	-3.0	23.8	-1.4	-0.9	-7.9	-0.5	-6.4	6.7	0.3
Cc1ccc(C(C)C)c(OCC(=O)OCC(=O)NC2CCS(=O)(=O)C2)c1 (centres undefined)	1.1	-0.8	nt	9.5	4.4	7.7	-1.3	4.5	8.9	10.6
C/C(=N/NC(=O)c1ccncc1)c1c[nH]c2ccccc12	1.4	-3.1	10.8	5.0	-3.3	13.5	nt	-4.0	-3.4	1.6
O=C(O)CCn1cc(/C=C\C(=O)c2ccc(Cl)cc2)c(-c2cccc(Br)c2)n1	0.8	-15.4	7.6	-14.4	0.7	38.3*	5.1	8.3	-3.2	4.4
CN(c1cccc(NC(=O)CN(c2cccc(Cl)c2)S(=O)(=O)c2ccccc2)c1)S(C)(=O)=O	-0.4	-0.5	0.4	-12.3	0.6	2.6	0.5	-6.0	-2.3	-3.5
CCN(C(=S)Nc1ccc(Oc2ccccc2)cc1)c1ccccc1	-3.6	-5.0	27.0	-5.0	0.7	4.6	-1.2	-10.0	0.1	-10.4
CCN(CC)C(=O)Cn1cnc2sc(C(=O)N3CCN(Cc4ccc5c(c4)OCO5)CC3)c(C)c2c1=O	2.4	0.1	7.7	-8.7	3.4	10.4	nt	10.9	-11.3	-4.1
CNC(=O)C[C@H]1C(=O)N(c2ccc(OC)cc2)C[C@@H]1Cc1ccccc1	nt	-5.4	nt	nt	-0.6	-1.4	nt	4.2	-2.9	-0.3
CC(C)NC(=O)c1ccc(C2SCC(=O)N2Cc2ccccc2)cc1 (centres undefined)	3.1	-0.6	4.4	-3.8	-0.7	4.2	-0.5	-5.9	0.3	-12.0
Cc1c(C(=O)N(C)CCCCN2CCOCC2)oc2c(F)cccc12	0.1	-1.7	9.8	2.5	-1.2	-6.4	0.3	-5.9	8.6	-26.1
O=C(Nc1ccc(OCc2ccccc2)cc1)Nc1ccccc1C(=O)NCCCN1CCOCC1	-3.5	-1.3	10.1	0.0	-0.3	9.3	nt	-12.8	0.4	?
N#C/C(=C\c1ccccc1Br)C(=O)NC1CC1	-2.1	-4.1	-3.0	-10.9	-2.8	9.7	4.3	-6.1	-4.2	2.7
O=C1NC(Cc2ccccc2)C(=O)N1CC(=O)N1CCCc2ccccc21 (centres undefined)	-0.8	-3.9	5.9	0.9	-2.4	-2.2	-0.4	-4.0	11.7	-6.0
CCCN1Cc2cccc(C(=O)Nc3ccc(-c4nc5ccccc5[nH]4)cc3)c2C1=O	2.5	-2.3	-9.6	-23.3	7.5	3.8	-1.6	-13.8	-5.3	-4.6
COc1ccccc1NC(=S)N1CCN(C/C=C/c2ccccc2)CC1	-1.4	-2.1	-1.2	0.6	-0.5	-5.9	nt	-7.9	-15.6	-1.8
COc1ccccc1NC(=S)NC(=O)C1CC1	0.8	-2.2	-11.3	-5.5	2.1	2.3	0.5	-3.9	1.9	-2.4
O=C(c1ccoc1)N1CCC2(CC1)Oc1ccc(F)cc1C(=O)C21CC(c2ccccc2)=NO1 (centres undefined)	-2.6	-2.8	11.1	-3.6	5.2	7.7	-2.6	0.8	0.1	-3.1
O=C(O)CC(c1cccc2ccccc12)n1cccc1 (centres undefined)	1.3	-1.2	20.2	-4.4	-0.2	-8.9	-0.3	9.7	-7.0	?
CCn1c(CSCc2ccc(Cl)cc2)nnc1SCC(=O)Nc1cccc(C(=O)O)c1	1.2	-4.9	26.3	-0.1	3.7	2.8	nt	11.3	-15.6	-3.8
COC(Cn1cc(C)c(=O)[nH]c1=O)OC	-1.2	-2.6	4.0	-11.4	2.2	1.3	-3.1	1.8	-9.7	-9.5
Cc1ccc2c(c1)[nH]c1c(=O)n(CCN3CCNCC3)cnc12	nt	-1.5	0.3	nt	5.7	7.9	nt	13.8	-0.5	-6.2
Cc1c(NC(=O)C(C)Oc2ccc(Br)cc2)c(=O)n(-c2ccccc2)n1C (centres undefined)	-1.4	1.8	nt	2.8	2.2	2.3	6.4	11.8	2.4	-3.9
CCc1ccc(NC(=O)CSCc2nc(N)nc(Nc3ccccc3CC)n2)cc1	-1.4	-1.9	8.3	3.7	-2.1	2.5	0.3	-9.8	1.1	-8.4
COc1ccc(S(=O)(=O)N2C3CCC2CC(NC(=O)NC2CCCCC2)C3)cc1 (centres undefined)	2.9	-0.1	28.5	-5.6	-1.4	5.0	0.0	-9.1	11.1	-0.1
CC(=O)N1CCN(S(=O)(=O)c2cccc(C(=O)OCC(=O)Nc3c(Cl)cccc3C(F)(F)F)c2)CC1	nt	-0.2	nt	nt	3.8	-15.7	-4.7	0.9	-19.8	-10.2
CCOC(=O)C1CCCCN1Cc1ccc(OC)c(OC)c1 (centres undefined)	-0.8	-5.1	0.9	1.2	-0.1	-9.0	0.1	-3.1	2.5	?
CC1(C(=O)NCCC(F)(F)F)Cc2c(-c3cccc(C(N)=O)c3)ccnc2O1 (centres undefined)	nt	-3.3	nt	nt	-1.8	6.2	-0.7	8.2	nt	1.7
O=S(=O)(Cc1ccccc1)N1CCCC(c2nc(-c3ccc(F)cc3)no2)C1 (centres undefined)	0.7	-0.2	0.8	-6.8	1.0	-3.1	-2.7	-2.2	-11.4	3.3
O=C1c2ccccc2NC(c2ccco2)N1O (centres undefined)	-0.7	-2.0	1.8	0.9	-0.9	-3.8	-1.7	0.4	-4.1	0.1
CC12CCC3c4ccc(O)cc4CCC3C1CCC2=O (centres undefined)	-0.9	-1.8	nt	8.1	-1.2	6.7	0.1	0.0	9.2	-6.7
O=C(Nc1cccc(NC(=O)c2cncc(Br)c2)c1)c1cncc(Br)c1	2.3	-3.0	3.5	-17.6	-2.0	-3.4	-0.9	-13.0	4.0	-4.1

Reformatted: results already given
SMILES,Mtb UGM inh,FadD28 binding,DUSP3 inh,Rv3671c protease,Mtb FBA inh,GDH-TPI inh,Mtb BioA inh,CCHFV vOTU inh,MazEF act,BoNT F protease
COc1ccc(N/C=C/C(=O)c2ccc(Cl)cc2)cc1,-1.4,-2.3,-3.6,-1.6,0.9,1.5,nt,-1.3,4.4,-0.9
Cc1ccc(OCC(=O)Nc2ccncc2)c(C)c1,1.2,-1.7,-6.8,-1.5,1.4,-3.0,0.6,11.1,2.3,-10.5
COc1cc(/C=C/C(=O)OCC(=O)Nc2cc(S(=O)(=O)N(C)C)ccc2Cl)ccc1O,-2.3,-1.3,-4.7,1.4,-6.4,9.2,-0.7,-8.9,1.9,-0.9

(listing goes on)
SMILES	Mtb UGM inh	FadD28 binding	DUSP3 inh	Rv3671c protease	Mtb FBA inh	GDH-TPI inh	Mtb BioA inh	CCHFV vOTU inh	MazEF act	BoNT F protease
CC1=C(C)CC(C(=O)N2CCN(C/C=C/c3ccccc3)CC2)C(C(=O)O)C1 (centres undefined)	-0.3	-3.1	34.9	1.6	-0.8	-3.1	-0.7	9.1	-17.5	2.8
O=C(Nc1ccc(Br)cc1Cl)N1CCOCC1	-2.2	-2.3	21.2	7.7	-0.2	0.0	nt	-13.7	1.6	2.9
O=C(C1CCCN(Cc2ccccc2Br)C1)N1CCCCC1 (centres undefined)	0.5	1.4	12.0	5.8	0.9	20.1	-1.6	-13.1	-10.9	-0.4
CCc1ccc(NSc2ccccc2[N+](=O)[O-])cc1	2.1	0.7	-0.6	0.9	-3.7	11.8	nt	7.5	-4.3	-23.8
Cc1ccc(CNS(=O)(=O)c2ccc(Cl)s2)cc1	nt	-2.5	nt	nt	-0.5	10.7	1.1	-3.1	3.0	-5.8
CCOC(=O)CCNC(=O)N1CCCC(N(C)CCc2ccc(OC)c(OC)c2)C1 (centres undefined)	0.4	-1.3	1.0	0.7	0.1	4.3	2.6	2.4	1.2	-12.6
O=C(N/N=C/c1ccc2c(c1)OCO2)C(=O)Nc1ccc2ccccc2c1	-3.0	nt	10.6	0.4	nt	nt	nt	-11.5	nt	nt
Cc1cccc(NC(=O)COC(=O)c2ccc([N+](=O)[O-])o2)c1C	2.1	0.2	4.7	-19.9	-2.5	-4.9	-0.8	17.8	3.3	-0.6
CC1(C)Cc2c(sc(NC(=O)C(=O)NCCCN3CCOCC3)c2C(N)=O)CO1	2.3	-0.8	1.3	-5.5	2.8	27.6	-3.1	3.0	13.7	4.5
CCOC(=O)C1=C(C)N(C)C(C)=C(C(=O)OCC)C1c1ccc(C(=O)OC)cc1	-0.1	-0.9	22.8	-1.3	-2.5	6.8	2.7	10.9	1.6	0.7
Cc1ccc(OCCN2C(=O)C(=O)c3cc(C)ccc32)cc1	-0.2	-0.5	12.9	-2.9	8.4	2.0	-1.1	8.4	3.3	-6.8
CC(NC(=O)c1ccc(CS(C)(=O)=O)cc1)c1ccc(-n2ccnc2)cc1 (centres undefined)	2.7	0.9	20.2	-4.1	2.9	6.2	-0.4	-9.9	-3.8	21.1
COc1ccc(-n2cc(-c3ccccc3)c3c(NN4CCOCC4)ncnc32)cc1	0.0	-0.2	7.2	6.4	-0.5	0.6	14.8	18.4	12.9	-5.4
CC(=O)c1cccc(N(CC(=O)Nc2ccccc2C(=O)N2CCCC2)S(C)(=O)=O)c1	-1.4	-1.1	14.4	0.9	2.2	0.0	0.3	-1.3	-0.1	7.3

As entered above:
CCHFV vOTU inh result of CC1=C(C)CC(C(=O)N2CCN(C/C=C/c3ccccc3)CC2)C(C(=O)O)C1 (centres undefined) is entered as 9.1
Mtb UGM inh result of Cc1cccc(NC(=O)COC(=O)c2ccc([N+](=O)[O-])o2)c1C is entered as 2.1
DUSP3 inh result of CC(NC(=O)c1ccc(CS(C)(=O)=O)cc1)c1ccc(-n2ccnc2)cc1 (centres undefined) is entered as 20.2

Bioassay records (PubChem BioAssay)
